Screening data: PubChem BioAssay, National Center for Advancing Translational Sciences (NCATS)
S3 lipid droplet – qHTS Assay for Lipid Storage Modulators in Drosophila S3 Cells; Drosophila S3 cells, BODIPY lipid droplet fluorescence, 18-24 h; cells fed with added oleic acid; Potency in µM for hits, for the others lipid storage change, negative = inhibition, % at the top dose, mostly 46.1 µM; 320,000 compounds, 0.64% hits; AID 2685; active = well fitted inhibition curve with a large enough effect in the signal ratio, with a control signal flat, not every such curve was filed as active; inconclusive = small, poorly fitted or top-dose-only effect, or effect the other way, or a change in a side signal; the % refers to the signal ratio
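Laser-scanning cytometry quantifies lipid droplet accumulation (500–530 nm total intensity; droplet/cell object ratio) in oleic acid-fed (400 uM added) Drosophila S3 cells treated with a concentration series. 20 uM Triacsin C defined 100% inhibition.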
S3 lipid droplet cell count max – also measured in S3 lipid droplet; calls as there; cell number change, %; measured here: cell count max response;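 cells counted by Cell Tracker Red CMTPX staining in the red channel; peak over a dose series mostly up to 46.1 µM; percent activity relative to internal control wells on each plate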
An asterisk follows results filed as active. % is scaled to controls: 0 for no effect and ±100 for the full control effect; potency is read from the fitted curve at half-maximal effect. The list is partial; the hit share may differ from the screen's.

Results for CCCOc1ccc(C2CC(=O)Nc3cc(OC)c(OC)cc32)cc1 (centres undefined) ?
S3 lipid droplet: inconclusive

Results for CCN(CC)C(=O)CSc1nnc(-c2ccc(S(=O)(=O)NCc3ccccc3Cl)cc2)o1 ?
S3 lipid droplet: inconclusive

How did O=P(O)(O)c1ccccc1OCCOCCOc1ccccc1P(=O)(O)O do in these assays?
S3 lipid droplet: inconclusive

Results for C/C=C/C=C/[C@H]1Cc2cc(O)cc(O)c2O1 ?
S3 lipid droplet: inconclusive

Results for Clc1ccc(OCc2nc(-c3ccncc3)no2)c(Cl)c1 ?
S3 lipid droplet: inactive

How did CC(NS(=O)(=O)c1ccc(F)cc1)C(=O)NCc1ccncc1 (centres undefined) do in these assays?
S3 lipid droplet: inactive

What do the screens show for `NC(=O)C1CCN(C(=O)c2ccc(NS(=O)(=O)c3ccc(Br)s3)cc2)CC1`?
S3 lipid droplet: inactive; S3 lipid droplet cell count max: -3

What do the screens show for `CCOC(=O)c1ccc(NC(=O)N2CCN(S(C)(=O)=O)CC2)cc1`?
S3 lipid droplet: inactive

How did COc1ccccc1NC(=O)NCc1ccccc1F do in these assays?
S3 lipid droplet: inconclusive

What do the screens show for `CC(=O)CCN1C(=O)NC2(CCCc3ccccc32)C1=O` (centres undefined)?
S3 lipid droplet: inconclusive

How did CC(C)(C)C(=O)Nc1nc(-c2ccccc2)ns1 do in these assays?
S3 lipid droplet: inconclusive

Results for CCOC(=O)c1c2c3c(cccc3n(C)c1=O)C(=O)c1ccccc1-2 ?
S3 lipid droplet: 13µM*; S3 lipid droplet cell count max: -25*

Results for COc1ccccc1CC(=O)NCCc1ccccc1 ?
S3 lipid droplet: inconclusive

How did COc1ccc(C2c3ccc(O)cc3Oc3ncn(CCCO)c(=N)c32)cc1 (centres undefined) do in these assays?
S3 lipid droplet: inconclusive

Results for COc1ccc(C2NCCc3c2[nH]c2ccccc32)cc1CSc1nc2ccccc2s1 (centres undefined) ?
S3 lipid droplet: inconclusive

Results for COc1ccccc1-n1cnnc1SCC(=O)Nc1cc(C)on1 ?
S3 lipid droplet: 15%; S3 lipid droplet cell count max: -6

What do the screens show for `O=c1cc(CO)oc(C(Nc2ccccn2)c2ccccc2Cl)c1O` (centres undefined)?
S3 lipid droplet: -1%; S3 lipid droplet cell count max: -8

How did CC1CN(C(=O)CN2C(=O)NC3(CCCCCC3)C2=O)CC(C)O1 (centres undefined) do in these assays?
S3 lipid droplet: 1%; S3 lipid droplet cell count max: 6

Results for CCOc1ccc(C2C(C#N)=C(N)Oc3nc[nH]c(=O)c32)cc1 (centres undefined) ?
S3 lipid droplet: -12%; S3 lipid droplet cell count max: -2

How did O=C(N/N=C/c1c(O)ccc2ccccc12)c1[nH]ncc1Br do in these assays?
S3 lipid droplet: inconclusive

What do the screens show for `COc1cccc(N2CCN(C(=O)c3ccc4nc[nH]c4c3)CC2)c1`?
S3 lipid droplet: inconclusive

Results for O=C(O)[C@H](Cc1ccccc1)NC(=O)N1CCC(Cc2ccccc2)CC1 ?
S3 lipid droplet: -15%; S3 lipid droplet cell count max: -12

What do the screens show for `COc1ccc(CN2CCC(C(=O)Nc3ccc(Oc4cccnc4)cc3)CC2)c(C)c1C`?
S3 lipid droplet: inconclusive

How did CC1CCCN(C(=S)NCc2ccccc2)C1 (centres undefined) do in these assays?
S3 lipid droplet: 8%; S3 lipid droplet cell count max: 11

How did CCCOc1ccc(C(=O)N2CCCC2)cc1OC do in these assays?
S3 lipid droplet: -10%; S3 lipid droplet cell count max: -1

Results for CC(C)CNC(=S)N1CCC(C(=O)c2ccc(F)cc2)CC1 ?
S3 lipid droplet: 1%; S3 lipid droplet cell count max: -5

Results for O=C(Cn1nnc(-c2ccc(CN3CCOCC3)cc2)n1)NC1CCCCC1 ?
S3 lipid droplet: 0%; S3 lipid droplet cell count max: 1

What do the screens show for `CCC(C)c1ccc(NC(=O)C2CC2)cc1` (centres undefined)?
S3 lipid droplet: inconclusive

How did CC(OC(=O)c1cccc(-n2cnnn2)c1)C(=O)Nc1ccc(F)cc1Cl (centres undefined) do in these assays?
S3 lipid droplet: inactive; S3 lipid droplet cell count max: -9

What do the screens show for `O=C(c1cc(-c2ccc(Cl)cc2)n(-c2ccc(Cl)cc2)n1)N1CCOCC1`?
S3 lipid droplet: 10%; S3 lipid droplet cell count max: 16

How did CN(C)c1ccc(C(=O)NNC(=O)c2ccc(Cl)cc2)cc1 do in these assays?
S3 lipid droplet: 5%; S3 lipid droplet cell count max: 2

Results for COc1ccc(-c2[nH]nc3c2C2(C(=O)N(CC(=O)O)c4ccccc42)C(C#N)=C(N)O3)cc1OC (centres undefined) ?
S3 lipid droplet: 2%

How did CCc1ccc(NC(=O)CS(=O)CC(=O)Nc2ccc(F)cc2F)cc1 (centres undefined) do in these assays?
S3 lipid droplet: 16%; S3 lipid droplet cell count max: 13

Results for CCOC(=O)N1CCN(c2nc(SC)nc3sc4c(c23)CC(C)(C)OC4)CC1 ?
S3 lipid droplet: inconclusive

What do the screens show for `O=C(O)CCC(=O)N1CCc2cc(S(=O)(=O)N3CCCCC3)ccc21`?
S3 lipid droplet: inconclusive

How did CCC(C)c1ccc(OCCn2ccnc2)cc1 (centres undefined) do in these assays?
S3 lipid droplet: inconclusive

Results for Cc1c(Cl)cccc1NC(=O)CSC(C)c1nc2ccccc2c(=O)[nH]1 (centres undefined) ?
S3 lipid droplet: -1%; S3 lipid droplet cell count max: 5

Results for COc1cccc(OC)c1NC(=O)c1nc2c(nnn2Cc2ccccc2Cl)c(=O)[nH]1 ?
S3 lipid droplet: 23%; S3 lipid droplet cell count max: 31

What do the screens show for `COC(=O)C1CCCCN1C(=O)c1ccc2oc(Cc3ccccc3)nc2c1` (centres undefined)?
S3 lipid droplet: inconclusive

Results for Cc1ccc(C(=O)NCC(=O)N2CCCCCCC2)cc1C ?
S3 lipid droplet: inconclusive

Results for Cc1ccccc1OCC(O)CN1CCN(CC(O)COc2ccccc2C)CC1 (centres undefined) ?
S3 lipid droplet: inconclusive

How did CC(=O)Oc1ccc(/C=C2/Oc3ccccc3C2=O)cc1 do in these assays?
S3 lipid droplet: -10%; S3 lipid droplet cell count max: 14

What do the screens show for `CCOc1cc(/C=N/NC(=O)c2cc(C3CC3)[nH]n2)ccc1O`?
S3 lipid droplet: inconclusive

What do the screens show for `COc1ccccc1/C=C/C(=O)Nc1ccc(S(=O)(=O)Nc2cc(C)nc(C)n2)cc1`?
S3 lipid droplet: inactive; S3 lipid droplet cell count max: -20

Results for CSc1nc2c(c(=O)[nH]1)CCCC2 ?
S3 lipid droplet: inconclusive

How did CCn1ccc(C(=O)NC2C(=O)N3C(C(=O)O)=C(C)CSC23)n1 (centres undefined) do in these assays?
S3 lipid droplet: -6%; S3 lipid droplet cell count max: 23

How did N#Cc1c(C(F)(F)F)cc(=O)[nH]c1SCC(=O)O do in these assays?
S3 lipid droplet: inconclusive

How did C=CCSC1=N/C(=C\c2cccnc2)C(=O)N1c1ccc(OC)cc1 do in these assays?
S3 lipid droplet: 14%; S3 lipid droplet cell count max: 4

What do the screens show for `C[C@H]1C=C(C(=O)NCc2ccccc2)O[C@@H](OCc2ccc(CO)cc2)C1`?
S3 lipid droplet: -1%; S3 lipid droplet cell count max: 8

How did Cc1oc(-c2cccc(Cl)c2)nc1CN1CCC(C(=O)NC2CC2)CC1 do in these assays?
S3 lipid droplet: inactive; S3 lipid droplet cell count max: -21

How did CCN1C(=O)C2(C(C#N)=C(N)Oc3c2c(C)nn3-c2ccccc2)c2ccccc21 (centres undefined) do in these assays?
S3 lipid droplet: inconclusive

What do the screens show for `COc1ccc2oc(C(=O)OCC(=O)N(C)C3CCCCC3)c(C)c2c1`?
S3 lipid droplet: inactive; S3 lipid droplet cell count max: -12

How did COc1cccc([C@@H]2CC=C(C(=O)O)[C@H](c3ccc(F)cc3)N2S(=O)(=O)c2ccc(C)cc2)c1 do in these assays?
S3 lipid droplet: inconclusive

How did CCc1cccc(NC(=O)c2ccc(Cn3c(=O)[nH]c4ccsc4c3=O)cc2)c1 do in these assays?
S3 lipid droplet: -5%; S3 lipid droplet cell count max: -5

Results for CCOC(=O)/C=C1\SCC(=O)N1CC(=O)Nc1ccc2c(c1)CCC2 ?
S3 lipid droplet: -12%; S3 lipid droplet cell count max: -19

How did O=c1[nH]c(/C=C/c2ccccc2F)nc2ccccc12 do in these assays?
S3 lipid droplet: inactive

Results for CCN(CC)CCNC(=O)C1CCC(=O)N1CCc1ccccc1 (centres undefined) ?
S3 lipid droplet: -2%; S3 lipid droplet cell count max: -5

Results for Cc1ccc(C(=O)OC2CCOC2=O)cc1NC(=O)c1ccco1 (centres undefined) ?
S3 lipid droplet: inconclusive

How did COc1ccc(CNc2nc3ccccc3n2Cc2ccccc2)cc1OC do in these assays?
S3 lipid droplet: -19%; S3 lipid droplet cell count max: -10

Results for C/C=C\C=C/C(=O)Nc1cccc(C2=NOC3(C2)C[C@@H](C(N)=O)N(C(=O)/C=C/CC)C3)c1 (some centres undefined) ?
S3 lipid droplet: 5%; S3 lipid droplet cell count max: 5

What do the screens show for `CCCCSc1nc2c(cnn2-c2ccc(F)cc2)c(=O)[nH]1`?
S3 lipid droplet: inactive

How did COc1cc(C(=O)NC(=S)N2CCCCCC2)cc(OC)c1OC do in these assays?
S3 lipid droplet: inactive; S3 lipid droplet cell count max: 19

Results for O=C(Nc1ccc2nc(-c3ccccc3)[nH]c2c1)c1ccco1 ?
S3 lipid droplet: inconclusive

What do the screens show for `CCOc1oc(-c2ccc(OC)cc2)nc1C(F)(F)F`?
S3 lipid droplet: 6%; S3 lipid droplet cell count max: 13

How did CC(=O)c1cccc(Nc2nc(-c3ccccc3)nc3ccccc23)c1 do in these assays?
S3 lipid droplet: inconclusive

What do the screens show for `CC(=O)CSc1nnc(-c2ccc3c(c2)OCO3)o1`?
S3 lipid droplet: 10%; S3 lipid droplet cell count max: 5

What do the screens show for `Cc1ccc(/C=N/n2c(=O)c(C(C)(C)C)nn3cnnc23)cc1`?
S3 lipid droplet: 1%; S3 lipid droplet cell count max: 6

What do the screens show for `CN(C)c1ccc(CN(C(=O)COc2ccccc2)C2CCS(=O)(=O)C2)cc1` (centres undefined)?
S3 lipid droplet: inactive; S3 lipid droplet cell count max: 2

What do the screens show for `CCCCn1c(=O)[nH]c2c(oc3ccccc32)c1=O`?
S3 lipid droplet: 16%; S3 lipid droplet cell count max: 14

What do the screens show for `CN(C)c1ccc(C(C(=O)NCC2CCCO2)N(Cc2ccccc2)C(=O)c2snc(C(N)=O)c2N)cc1` (centres undefined)?
S3 lipid droplet: inconclusive

Results for O=C(COC(=O)Cc1cccc(C(F)(F)F)c1)Nc1cccc2ccccc12 ?
S3 lipid droplet: inconclusive

Results for CCOC(=O)c1c(NC(=O)c2cccs2)sc2c1CCCC2 ?
S3 lipid droplet: inconclusive

What do the screens show for `Cc1[nH]c2ccccc2c1/C=N/NC(=O)c1ccccc1`?
S3 lipid droplet: inactive; S3 lipid droplet cell count max: 13

Results for O=C(Nc1ccc(OC(F)(F)F)cc1)c1ccc2nc[nH]c2c1 ?
S3 lipid droplet: inactive; S3 lipid droplet cell count max: -11

Results for CSc1c(CC(=O)Nc2ccccc2)n(Cc2ccccc2)c2ccccc12 ?
S3 lipid droplet: inconclusive

Results for CCc1ccc(N(CC(=O)NCc2ccc(F)cc2)C(=O)c2csnn2)cc1 ?
S3 lipid droplet: 0%; S3 lipid droplet cell count max: 2

How did CCn1cc(/C=N\NC(=O)COc2cccc(C)c2C)c(C)n1 do in these assays?
S3 lipid droplet: inconclusive

What do the screens show for `O=C(CCc1c[nH]c2ccccc12)NN1C(=O)NC2(CCCCC2)C1=O`?
S3 lipid droplet: 6%; S3 lipid droplet cell count max: -13

What do the screens show for `CCN(CC(=O)NCc1cccs1)C(=O)c1ccc(-c2cccc(C(F)(F)F)c2)o1`?
S3 lipid droplet: inconclusive

How did O=C(O)c1ccccc1/C=N/NC(=S)NCc1ccccc1 do in these assays?
S3 lipid droplet: 13%; S3 lipid droplet cell count max: -3

Results for O=S(=O)(Nc1cccc(-n2cnnn2)c1)c1ccc(Cl)cc1 ?
S3 lipid droplet: inconclusive

Structures shown so far that contain an aryl thioether with sulfur outside any ring, in the order listed:
Results for CCN(CC)C(=O)CSc1nnc(-c2ccc(S(=O)(=O)NCc3ccccc3Cl)cc2)o1 ?
S3 lipid droplet: inconclusive

Results for COc1ccc(C2NCCc3c2[nH]c2ccccc32)cc1CSc1nc2ccccc2s1 (centres undefined) ?
S3 lipid droplet: inconclusive

Results for COc1ccccc1-n1cnnc1SCC(=O)Nc1cc(C)on1 ?
S3 lipid droplet: 15%; S3 lipid droplet cell count max: -6

Results for CCOC(=O)N1CCN(c2nc(SC)nc3sc4c(c23)CC(C)(C)OC4)CC1 ?
S3 lipid droplet: inconclusive

Results for CSc1nc2c(c(=O)[nH]1)CCCC2 ?
S3 lipid droplet: inconclusive

How did N#Cc1c(C(F)(F)F)cc(=O)[nH]c1SCC(=O)O do in these assays?
S3 lipid droplet: inconclusive

What do the screens show for `CCCCSc1nc2c(cnn2-c2ccc(F)cc2)c(=O)[nH]1`?
S3 lipid droplet: inactive

What do the screens show for `CC(=O)CSc1nnc(-c2ccc3c(c2)OCO3)o1`?
S3 lipid droplet: 10%; S3 lipid droplet cell count max: 5

Results for CSc1c(CC(=O)Nc2ccccc2)n(Cc2ccccc2)c2ccccc12 ?
S3 lipid droplet: inconclusive
